# RAD54 branch: inhibitors of human RAD54 branch migration, primary screen, biochemical, fluorescence, single point; RAD54 Holliday junction branch migration, FAM/BHQ fluorescence; hit rate 0.14% among 360,000; inhibition, % at 10.4 µM;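 active = mean normalized replicate activity at least 40 and at least half of replicates scoring 40 or more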;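 note: 0% = median of neutral control wells and 100% = median of positive control wells; inhibitors cause a drop in the FAM fluorescence signal; in these data hits start at about 50%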
# RAD52 anneal inh: RAD52 DNA annealing inhibitors, primary screen, biochemical, FRET, single point, set 2; recombinant RAD52 DNA annealing, FRET fluorescence; inhibition, % at 18.7 µM; hit rate 0.46% among 360,000; AID 651710, 2012;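 active = every replicate showing at least 50% inhibition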
# miR-122 sensor: miR-122 Renilla sensor signal increase in Huh7, primary screen, miR-122 inhibitor project, cell-based, single point, plate reader | hit rate 0.3% among 340,000 | AID 602342, 2012 | Huh7 miR-122 Renilla luciferase sensor, 48 h; neutral wells = 0, positive control = 100 | activation (reporter increase), % at 12.5 µM;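 active = mean replicate activation score at least 90 and every replicate individually at or above 90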;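 note: higher luciferase means less miR-122 activity so hits act as miR-122 inhibitors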
# E-selectin induc: E-selectin induction in HUVECs, primary screen, imaging, HUVEC, immunofluorescence imaging, single point; P16581; normalized: neutral wells 0, TNF-alpha wells 100; activation, % at 7.58 µM; hit rate 0.37% among 260,000;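 active = mean E-selectin-positive cell signal at least 10% of the positive control, reached in at least 60% of replicates, without over 20% cell loss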;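 note: in these data hits start at about 27%; measured in HUVEC primary endothelial cells; signal is the percent of cells scored E-selectin positive by PE staining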
#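 System: HUVEC, human umbilical vein endothelial cells; quantity: 3,000 cells/well; buffer or medium: EGM-2 medium, gelatin-coated wells; dosing: single-point compound dose; detection: immunofluorescence imaging; evaluation: % PE-positive cells; benchmarks: TNF-alpha, DMSO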
# Cneo AK release: Cryptococcus neoformans cell lysis inducers, primary screen, AK release luminescence, single concentration; C. neoformans lysis, adenylate kinase release luminescence, 4 h; normalised: neutral wells 0, clomiphene wells 100; lysis activity, % at 15 µM; hit rate 0.2% among 360,000; AID 651654, 2012;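 active = mean lysis activity across replicates of at least 80%, whatever share of replicates individually reach that level; inactive = mean lysis activity below 80%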
#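 Signal: Adenylate kinase release luminescence | Assay system: Log-phase Cryptococcus neoformans yeast cells | Input: Cells at 5 × 10^6 per mL | Buffer or medium: Fresh YPD growth medium | Compound: Single dose | Schedule: Static 4 h at 37 °C with compound, 1 h detection | Controls: Clomiphene | Read-out: Luminescence rise reflecting yeast cell lysis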
# PGC1a acetyl inh: inhibitors of PGC1a acetylation signal, primary screen, cell-based, U2OS, AlphaScreen, inhibitor mode | AlphaScreen anti-acetyl-lysine; with virally co-expressed GCN5 acetyltransferase | inhibition, % at 15.6 µM | hit rate 0.17% among 350,000;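 active = every replicate shows inhibition of at least 40%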;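 note: 0% = neutral control wells and 100% = positive control wells; some results beyond the cut were filed as inactive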
# ERAP1 inh: human ERAP1 aminopeptidase inhibitors, primary screen, biochemical, single point, plate reader; recombinant ERAP1, Leu-AMC fluorescence, 60 min; hit rate 0.15% among 340,000; inhibition, % at 10.7 µM; Endoplasmic reticulum aminopeptidase 1 (Homo sapiens), Q9NZ08;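 active = mean replicate inhibition of at least 30%, or all replicates individually reaching that 30% level; inactive = mean below 30% and not every replicate reaching it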;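 note: 0% = neutral control wells and 100% = L-leucinethiol positive control wells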
# Target sequence (Q9NZ08 whole entry, looked up): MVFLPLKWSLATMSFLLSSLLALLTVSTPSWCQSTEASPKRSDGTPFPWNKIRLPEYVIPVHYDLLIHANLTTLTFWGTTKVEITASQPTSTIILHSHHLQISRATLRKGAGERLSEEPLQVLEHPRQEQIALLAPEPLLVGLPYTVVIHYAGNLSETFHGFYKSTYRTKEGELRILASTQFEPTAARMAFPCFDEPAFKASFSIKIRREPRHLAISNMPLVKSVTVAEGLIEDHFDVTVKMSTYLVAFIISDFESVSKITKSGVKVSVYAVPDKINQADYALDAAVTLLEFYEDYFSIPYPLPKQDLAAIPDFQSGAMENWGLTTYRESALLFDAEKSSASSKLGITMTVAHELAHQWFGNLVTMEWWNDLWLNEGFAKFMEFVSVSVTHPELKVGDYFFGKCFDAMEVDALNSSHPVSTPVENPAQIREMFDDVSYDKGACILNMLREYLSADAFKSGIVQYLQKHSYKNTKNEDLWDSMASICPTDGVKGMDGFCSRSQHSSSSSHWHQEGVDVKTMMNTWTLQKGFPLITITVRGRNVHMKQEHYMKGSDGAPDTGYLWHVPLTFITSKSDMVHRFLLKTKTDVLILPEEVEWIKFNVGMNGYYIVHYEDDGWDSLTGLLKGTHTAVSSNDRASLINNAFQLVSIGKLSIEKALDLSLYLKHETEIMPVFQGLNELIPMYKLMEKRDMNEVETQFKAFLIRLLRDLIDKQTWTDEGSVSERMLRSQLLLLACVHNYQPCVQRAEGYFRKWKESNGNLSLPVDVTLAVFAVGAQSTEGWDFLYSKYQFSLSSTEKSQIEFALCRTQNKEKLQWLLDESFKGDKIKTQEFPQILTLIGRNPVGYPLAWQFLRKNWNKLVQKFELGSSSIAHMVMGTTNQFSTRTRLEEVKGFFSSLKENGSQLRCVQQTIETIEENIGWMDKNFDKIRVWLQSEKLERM
# PglD DTNB: C. jejuni PglD acetyltransferase inhibitors, primary screen, biochemical, DTNB colorimetric, single point; inhibition, % at 12.5 µM; purified PglD enzyme, DTNB colorimetric CoA detection; UDP-N-acetylbacillosamine N-acetyltransferase PglD (Campylobacter jejuni); hit rate 0.098% among 360,000; AID 602405, 2012; in the data active = inhibition above about 16%, passing the limit was not always enough; note: strong numbers were not always called active
# * marks the source's active call; other numbers are inactive results; . = no result given; [ ] = another dose, or the depositor's remark.
# The first three entries (preview)
SMILES,RAD54 branch,RAD52 anneal inh,miR-122 sensor,E-selectin induc,Cneo AK release,PGC1a acetyl inh,ERAP1 inh,PglD DTNB
COc1cccc(S(=O)(=O)NCc2ccc(C(=O)N3CCN(C)CC3)cc2)c1,11.4,-11.2,-1.4,-0.1,-1.0,-10.6,0.6,1.1
CC(C)CC(=O)Nc1nnn(C)n1,-13.2,.,1.4,.,-0.5,-5.3,.,0.4
CCOC(=O)c1sc2nc(C)nc(Nc3ccc(OC)c(OC)c3)c2c1C,.,-16.3,-5.7,.,.,5.7,2.0,.

# This part in full, from the start:
SMILES,RAD54 branch,RAD52 anneal inh,miR-122 sensor,E-selectin induc,Cneo AK release,PGC1a acetyl inh,ERAP1 inh,PglD DTNB
COc1cccc(S(=O)(=O)NCc2ccc(C(=O)N3CCN(C)CC3)cc2)c1,11.4,-11.2,-1.4,-0.1,-1.0,-10.6,0.6,1.1
CC(C)CC(=O)Nc1nnn(C)n1,-13.2,.,1.4,.,-0.5,-5.3,.,0.4
CCOC(=O)c1sc2nc(C)nc(Nc3ccc(OC)c(OC)c3)c2c1C,.,-16.3,-5.7,.,.,5.7,2.0,.
COc1ccccc1N/C(N)=N/c1nc(CSc2ccc(C)cc2)cc(=O)[nH]1,10.2,.,-3.4,.,-1.5,-7.5,.,4.9
COc1cc(OC)c(NS(=O)(=O)c2cc3[nH]c(=O)c(=O)[nH]c3cc2C)cc1Cl,-1.9,-13.6,5.0,.,-1.6,6.4,4.1,-6.4
O=C(NNc1cc(N2CCOCC2)nc(N2CCOCC2)n1)c1ccc([N+](=O)[O-])cc1,4.0,-27.3,4.1,.,-3.1,-18.6,4.1,-0.6
COc1ccc(-c2cc(C(=O)Nc3c(C)n(C)n(-c4ccccc4)c3=O)no2)cc1OC,.,-11.4,-1.0,-0.5,.,-3.3,.,.
Cc1ccccc1N1CCN(Cc2ccc(Br)o2)CC1,10.3,-3.1,-2.0,.,-4.5,-4.2,1.8,-3.6
Nc1ccccc1C(=O)NCC1(c2ccccc2)CCCC1,-2.7,-73.3,5.5,.,1.4,-1.0,2.4,3.2
CC(C)N(c1ccccc1)c1ccc(NC(=O)[C@@H]2O[C@H](CO)[C@H](O)[C@H](O)[C@H]2O)cc1,3.9,-6.6,-3.7,-0.2,-0.1,-11.6,-2.5,3.3
CCc1ccc(NC(=O)CC2S/C(=N/N=C3CCCCCC3)NC2=O)cc1 (stereo not given),-5.9,-10.9,.,0.7,0.2,.,0.7,1.8
O=C1CC(c2ccc(S(=O)(=O)NCc3ccncc3)cc2)CN1 (stereo not given),4.9,-6.5,2.6,-0.1,1.4,14.0,4.3,-0.6
CCCc1cn(CC[C@H]2CC[C@H](NC(=O)Cc3cccnc3)[C@H](CO)O2)nn1,-2.2,-4.2,.,0.0,51.1,2.7,-2.1,3.2
CC(Cc1ccccc1)Nc1ncnc2c1ncn2C1OC(CO)C(O)C1O (stereo not given),-14.5,-10.8,0.7,-1.7,1.7,.,0.1,2.5
O=C(NCC(c1cccnc1)N1CCN(c2ccccc2F)CC1)C1CCCCC1 (stereo not given),4.8,.,5.6,.,-1.4,0.7,.,0.3
Cn1cc(Cc2ccc(C(=O)N3CCN(Cc4ccccc4)CC3)cn2)c2ccccc21,8.6,-13.3,-2.8,-1.8,-1.0,.,.,4.5
COc1cc(/C=N/NC(=O)c2cc(C3CC3)[nH]n2)ccc1O,-5.3,-5.5,5.9,.,-0.4,3.6,-2.3,4.8
O=[N+]([O-])c1ccc(Nc2nc(Cl)nc(NCCO)n2)cc1,.,-10.4,.,1.4,.,-7.0,4.5,.
O=C(Nc1ccc2c(c1)OCCO2)C(CCc1ccccc1)N1CCC(Cc2ccccc2)CC1 (stereo not given),5.0,-44.8,28.3,-0.1,-1.9,-33.7,-2.9,1.8
O=c1c2ccccc2nc2n1C(CBr)CS2 (stereo not given),.,5.3,.,1.7,.,0.8,1.1,.
O=C(Nc1ccc2c(c1)[C@H]1C[C@H](CC(=O)N3CCOCC3)O[C@H](CO)[C@H]1O2)C1CCC1,0.7,.,0.6[16.7 µM],-0.1,2.7,6.3,.,7.8
Cc1ccc(S(=O)(=O)NC2=NCN(CCc3ccccc3)CN2)cc1,14.1,.,42.6,.,-0.8,.,.,3.3
COc1ccccc1C(=O)N1C[C@@H]2[C@H](c3ccccc31)[C@H](CO)N2C(=O)Cc1ccccc1,0.2,1.9,20.5[16.7 µM],0.3,-6.0,3.8,-4.5,-1.0
COC(=O)C[C@H]1CC[C@@H]2[C@H](COc3ccc(NS(=O)(=O)c4cccc(F)c4)cc3C(=O)N2C)O1,6.4,-7.2,-2.7[16.7 µM],0.0,-10.6,-0.4,2.8,8.5
Cc1cccc2c(=O)cc(C)n(CC(=O)N3CCCCC3)c12,-0.8,.,2.8,.,0.9,10.2,.,0.2
SMILES,RAD54 branch,RAD52 anneal inh,miR-122 sensor,E-selectin induc,Cneo AK release,PGC1a acetyl inh,ERAP1 inh,PglD DTNB
CCCC(=O)Nc1nnc(CC(=O)N2CCCC2)s1,-1.6,.,-8.5,.,1.0,-4.5,.,-3.0
O=C(CN1C(=O)C2C3CC(C(Br)C3Br)C2C1=O)OCC(=O)c1cccc([N+](=O)[O-])c1 (stereo not given),6.6,-4.0,-6.2,.,2.2,75.8*,5.0,1.7
C[C@@H]1CN([C@H](C)CO)C(=O)Cc2cc(NC(=O)Cc3cn(C)c4ccccc34)ccc2O[C@H]1CN(C)Cc1ccccc1,4.3,-12.1,-6.3[16.7 µM],0.1,-9.1,.,-0.6,-1.4
Cc1cc(NC(=O)CN2C(=O)NC3(CCCCCC3)C2=O)no1,6.8,-7.6,8.6,.,2.7,-5.0,-1.6,-2.8
Cc1noc(C)c1S(=O)(=O)N(C)C[C@@H]1OCCCC[C@@H](C)Oc2ccc(NC(=O)Nc3ccc(C(F)(F)F)cc3)cc2C(=O)N([C@H](C)CO)C[C@H]1C,-9.5,-5.8,-3.0[16.7 µM],0.5,4.6,2.8,-0.9,-2.0
CCCc1cc(C(=O)NNC(=S)NCc2ccccc2)cs1,-6.1,.,-3.5,.,-0.3,-38.4,.,-0.8
C[C@H](CO)N1C[C@H](C)[C@H](CN(C)Cc2ccc3c(c2)OCO3)Oc2ccc(NS(=O)(=O)c3cn(C)cn3)cc2C1=O,3.5,-1.3,-0.6[16.7 µM],.,2.0,-4.0,-0.8,9.9
CCOc1ccc(S(=O)(=O)N2CCC(C(=O)NCCN3CCOCC3)CC2)cc1C,13.1,-15.2,0.9,0.1,-1.3,8.4,0.9,2.0
O=C(CN(c1ccc(Br)cc1)S(=O)(=O)c1ccc(Cl)c([N+](=O)[O-])c1)NCCc1ccccc1,2.0,-21.4,-1.3,3.8,1.5,7.8,1.0,-1.0
Cc1c(N2C(=O)C3C4C=CC(C5CC45)C3C2=O)c(=O)n(-c2ccccc2)n1C (stereo not given),12.0,-6.0,.,.,-2.7,-2.1,.,-9.6
O=[N+]([O-])c1ccc(SCc2ccco2)cc1N1CCOCC1,-2.7,0.9,1.9,2.6,1.7,.,-0.9,-0.1
Cc1cc(C)cc(C(=O)NC(CC(N)=O)c2ccc(N3CCCCCC3)c([N+](=O)[O-])c2)c1 (stereo not given),10.2,0.3,.,-0.2,-0.2,.,4.5,0.5
Cc1cccc(C)c1C(OCCN(C)C)C1CCCCC1 (stereo not given),-4.0,.,-0.5,.,0.2,.,.,-6.8
CCCOC1CCCN(C(=O)CCc2nnc(CCCCc3ccccc3)o2)C1 (stereo not given),.,2.0,.,-1.3,.,4.3,2.9,.
CCCN(C)C[C@H]1OCCCC[C@@H](C)Oc2ccc(NC(=O)NC3CCCCC3)cc2C(=O)N([C@@H](C)CO)C[C@H]1C,5.2,-3.4,-3.2[16.7 µM],0.0,-5.2,-20.3,-3.2,2.4
CCCC(=O)Nc1ccc2c(c1)C(=O)NC2=O,6.5,-5.6,-3.1,0.3,-1.1,-6.4,-0.1,3.2
CC1CCC(NC(=O)c2nc(Cn3ccc([N+](=O)[O-])n3)no2)CC1 (stereo not given),3.1,-6.3,-8.9,.,0.2,2.9,0.6,-0.2
CC1CCCN(CCOc2ccc3ccccc3c2Br)C1 (stereo not given),.,33.5,0.2,15.3,.,-6.5,4.1,.
O=C(NCC(c1ccc(F)cc1)N1CCOCC1)c1ccc([N+](=O)[O-])o1 (stereo not given),0.7,-8.5,.,-0.2,-19.8,-8.8,-1.7,-2.5
COCc1cn(CC[C@H]2CC[C@@H](NC(=O)Nc3ccc4c(c3)OCO4)[C@@H](CO)O2)nn1,3.8,4.5,.,-0.1,-0.7,-7.6,-3.4,1.4
COc1ccc(C/C(C)=N/NC(=S)Nc2ccc(Cl)cc2)cc1,-2.6,-20.8,8.8,0.0,16.3,1.7,-0.6,-0.7
Cc1ccc(S(=O)(=O)Nc2cccc(C(=O)N3CCOCC3)c2)cc1,2.4,-14.8,12.8,-0.1,-2.0,-18.3,-3.8,3.7
CC(=O)Nc1ccc(S(=O)(=O)N2CCC(C(=O)N[C@@H](Cc3ccccc3)C(=O)O)CC2)cc1,-2.7,-9.6,-4.2,0.3,0.9,6.7,-0.4,6.3
Cc1ccc(NC(=O)CN(C)S(=O)(=O)c2ccc3c(c2)n(C)c(=O)c(=O)n3C)c(C)c1,8.1,-14.7,7.3,.,-2.4,12.9,2.0,-2.1
CCC(C)(C)NC(=O)CN(Cc1cccs1)C(=O)C(=O)Nc1ccc2c(c1)OCCO2,-16.6,.,29.6,.,4.7,-2.9,.,2.3
SMILES,RAD54 branch,RAD52 anneal inh,miR-122 sensor,E-selectin induc,Cneo AK release,PGC1a acetyl inh,ERAP1 inh,PglD DTNB
C=CCNCCOc1c(C)cc(C)cc1Cl,3.7,17.0,7.1,-2.5,4.7,2.0,1.7,-2.9
O=C(NC[C@@H]1[C@@H](c2ccccc2)[C@@H](CO)N1Cc1ccccn1)C1CC1,-0.6,-30.1,0.0[16.7 µM],-0.1,17.3,9.6,-2.4,15.2
CN(C)CC(=O)Nc1ccc2c(c1)[C@H]1C[C@@H](CC(=O)N3CCCCC3)O[C@H](CO)[C@H]1O2,-0.7,-8.5,-0.9[16.7 µM],-0.4,-0.8,3.5,1.5,1.1
CC(OC(=O)c1ccc(-c2ccc(O)cc2)cc1)C(=O)NC1CCCCC1C (stereo not given),2.4,-3.8,-1.3,1.2,0.4,.,2.7,0.4
Cc1ccc(N2C(=O)CC(C3CCCO3)C2=O)cc1 (stereo not given),9.9,.,-4.2,.,1.8,-3.7,.,-5.8
c1ccc(-c2nnsc2-c2nc3ccccc3[nH]2)cc1,.,-23.2,.,-0.6,.,3.4,-4.9,.

# Part of the list above, with bars between the fields.
SMILES | RAD54 branch | RAD52 anneal inh | miR-122 sensor | E-selectin induc | Cneo AK release | PGC1a acetyl inh | ERAP1 inh | PglD DTNB
CC1CCCN(CCOc2ccc3ccccc3c2Br)C1 (stereo not given) | . | 33.5 | 0.2 | 15.3 | . | -6.5 | 4.1 | .
O=C(NCC(c1ccc(F)cc1)N1CCOCC1)c1ccc([N+](=O)[O-])o1 (stereo not given) | 0.7 | -8.5 | . | -0.2 | -19.8 | -8.8 | -1.7 | -2.5
COCc1cn(CC[C@H]2CC[C@@H](NC(=O)Nc3ccc4c(c3)OCO4)[C@@H](CO)O2)nn1 | 3.8 | 4.5 | . | -0.1 | -0.7 | -7.6 | -3.4 | 1.4

# From PubChem BioAssay

# The order is random (roughly 1.4% active in at least one column).
